# MLLE-PAM2 inh: blocks PAM2 peptide binding to the PABP1 MLLE domain | GST-MLLE / FITC-PAM2 fluorescence polarization | inhibition, % at 20 µM | P11940 | hit rate 0.36% among 360,000; in the data active = inhibition above about 35%, passing the limit was not always enough;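 also: plate controls were DMSO wells with GST-MLLE for no effect and wells lacking GST-MLLE protein for full effect; some results filed as inactive read as strong as hits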
# Neddylation inh: cullin neddylation inhibition. TR-FRET cullin neddylation, biochemical. calls only at 25 µM. hit rate 0.58% among 360,000. P61081+Q13564; in the data active = inhibition above about 36%
# MsrA act: activators of bovine methionine sulfoxide reductase A; purified bovine MsrA, absorbance read-out; activation, % at 10.6 µM; hit rate 0.3% among 360,000; AID 602163; in the data active = activation above about 7.5%;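 also: 0% = vehicle and 100% = reference activator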
# FAS TE block: blocks the thioesterase domain of human fatty acid synthase. inhibition, % at 15 µM. hit rate 0.67% among 360,000. P49327. recombinant FAS-TE, OMFH fluorogenic substrate, fluorescence endpoint;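 active = compounds whose normalised, plate-corrected inhibition of enzyme fluorescence in the single-dose primary screen is 50% or more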;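 also: 0% = DMSO with enzyme and 100% = substrate without enzyme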
# MT1-MMP act inh: MT1-MMP (human) activation inhibition | P50281 | HT1080 RFP-PRO-GFP cells, GFP/RFP ratio fluorescence, overnight; percent of plate control window, DMSO zero | GFP/RFP ratio change, % at 20 µM | hit rate 0.061% among 360,000;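 active = GFP/RFP ratio change of at least 30% with cell ATP level not reduced by more than half and red fluorescence within 50% of control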; also: strong numbers were not always called active
#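 Material – HT1080 RFP-PRO-GFP cells · Control set – DMSO wells and RFP-L50D-GFP cells · Incubation – overnight cell settling, then overnight compound exposure, 37 °C, 5% CO2 · Compound dosing – single-point 20 µM compound, 1% DMSO · Read-out – GFP/RFP fluorescence ratio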
# NRP1-CendR mod: modulators of CendR peptide binding to human neuropilin-1. O14786. FAM-RPARPAR peptide binding to NRP-1, fluorescence polarization. inhibition, % at 25 µM. hit rate 0.85% among 360,000;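 active = inhibition or corrected inhibition above about 18%, plus a signal ratio from 0.5 to 1.5, limit read from the data, passing the limit was not always enough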; also: strong numbers were not always called active
# SKN-1 block: blocks SKN-1 activity in C. elegans; inhibition, % at 21.8 µM; C. elegans VP596 Pgst-4::GFP/RFP ratio, acrylamide-induced, 24 h; AID 624304; hit rate 0.49% among 360,000;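 active = interference check ratio from 0.5 to 1.5 plus GFP to RFP signal ratio inhibition reaching or exceeding a fixed threshold, cut at about 30% in these data, passing the limit was not always enough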; also: some compounds called inactive have numbers as strong as hits
# Rin1 Abl inh: inhibitors of human Rin1-Abl protein interaction. P00519+Q13671. TR-FRET Rin1/Abl binding, biochemical. inhibition, % at 7.35 µM. hit rate 0.4% among 360,000. AID 588664; in the data active = inhibition above about 5%, passing the limit was not always enough
# E coli Lon inh: inhibits E. coli Lon protease; purified E. coli Lon protease, fluorescence polarization; inhibition, % at 7.94 µM; hit rate 0.42% among 360,000; in the data active = inhibition above about 13%, passing the limit was not always enough;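 also: 0% = enzyme with probe and DMSO and 100% = no enzyme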
# Target sequence (P0A9M0 whole entry, looked up): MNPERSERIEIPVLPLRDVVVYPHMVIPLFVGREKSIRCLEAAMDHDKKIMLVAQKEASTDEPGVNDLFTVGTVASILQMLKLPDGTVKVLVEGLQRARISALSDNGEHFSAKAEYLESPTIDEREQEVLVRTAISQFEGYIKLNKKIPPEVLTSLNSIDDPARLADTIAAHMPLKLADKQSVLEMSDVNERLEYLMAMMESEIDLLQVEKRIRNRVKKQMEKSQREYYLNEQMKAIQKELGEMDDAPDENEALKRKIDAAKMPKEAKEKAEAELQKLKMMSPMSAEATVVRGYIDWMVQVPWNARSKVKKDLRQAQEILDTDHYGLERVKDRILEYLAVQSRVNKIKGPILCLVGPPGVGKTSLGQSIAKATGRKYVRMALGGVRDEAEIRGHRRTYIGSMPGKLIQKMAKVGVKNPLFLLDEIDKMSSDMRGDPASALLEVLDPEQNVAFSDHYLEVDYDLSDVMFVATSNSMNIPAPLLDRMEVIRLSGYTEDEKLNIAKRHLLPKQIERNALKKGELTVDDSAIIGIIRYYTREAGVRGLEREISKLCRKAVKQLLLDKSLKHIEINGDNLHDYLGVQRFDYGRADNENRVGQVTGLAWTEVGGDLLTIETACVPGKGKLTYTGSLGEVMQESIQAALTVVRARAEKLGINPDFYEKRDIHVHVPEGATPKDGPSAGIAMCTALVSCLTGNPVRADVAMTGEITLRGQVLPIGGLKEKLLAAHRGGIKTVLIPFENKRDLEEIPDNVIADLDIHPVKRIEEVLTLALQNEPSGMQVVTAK
# Starred values were filed as active, the others as inactive; i = inactive; . = no result given; + = active, no number. Random draw from the library; any-hit rate near 4%.
SMILES,MLLE-PAM2 inh,Neddylation inh,MsrA act,FAS TE block,MT1-MMP act inh,NRP1-CendR mod,SKN-1 block,Rin1 Abl inh,E coli Lon inh
CCOc1ccc(Oc2ccc(NS(=O)(=O)c3cc(C(=O)O)ccc3Cl)cc2)cc1,2,i,-1,-6,-3,-19,14,0,1
O=C(CCC(=O)Nc1ccccc1)NCCO,10,i,1,-9,2,-14,19,0,2
O=C(OCC(=O)c1ccco1)c1ccc2ncsc2c1,8,i,-2,-8,4,1,-8,3,-3
Cc1onc(-c2c(F)cccc2Cl)c1C(=O)Nc1sc2c(c1C(N)=O)CCC2,14,.,-13,23,-12,0,-13,-2,-2
Cc1nc(Nc2ccc(Cl)cc2Cl)sc1C(=O)Nc1ccccc1,1,i,-2,30,-5,2,30,-3,0
COc1ccc2[nH]c3c(=O)n(CCCCC(=O)NCCC(C)C)c(=S)[nH]c3c2c1,-35,i,-5,-4,-5,8,1,2,5
CCOC(=O)c1c(C2COc3ccccc3O2)csc1N (centres undefined),16,i,-13,21,1,-3,6,0,2
Cc1cccn2cc(CCNC(=O)Cc3cccs3)nc12,3,i,-3,-6,2,-2,-5,-5,-2
COc1ccc(N2CCOCC2)c(NC(=O)c2cccc3ccccc23)c1,5,i,-1,18,-2,8,15,-1,4
CCOc1ccccc1-n1c(C)nc2cc(C(=O)O)ccc21,-4,i,-5,-3,0,9,-2,0,0
CCCCCCCCS(=O)C1CS(=O)(=O)CC1O (centres undefined),9,i,-3,-1,3,-3,-12,0,7
Cc1ccc(S(=O)(=O)NCCC(=O)NCCc2ccc(S(N)(=O)=O)cc2)cc1C,8,i,-1,-5,17,-5,-11,-2,-5
NS(=O)(=O)c1ccc(CCNCc2ccccc2OCc2ccc(F)cc2)cc1,-2,i,-5,-7,-3,-5,-15,2,1
CCOc1ccc(NC(=O)c2cc(OC)nc3ccccc23)cc1,7,i,-3,-1,7,-1,4,0,1
COc1n[nH]c(C(=O)Nc2cc(Cl)ccc2Cl)c1[N+](=O)[O-],17,i,-3,-10,-1,-1,6,4,-15
COc1ccc(CC(=O)NCCCSc2ccccc2)cc1OC,9,i,-3,-1,-1,0,-18,-1,1
O=C1N[C@@H](c2ccccc2)COC(=O)[C@@H](Cc2ccc(F)cc2)C/C=C\C[C@@H]1CC(=O)N(CCO)Cc1ccccc1,-2,i,2,11,0,1,0,-2,1
Cc1ccc(C(=O)Nc2ccccc2C(=O)N2CCOCC2)cc1[N+](=O)[O-],7,i,-5,-1,-5,-6,7,-1,-2
CCN1CCN(c2cc(C)c3cc(NC(=S)N4CCOCC4)ccc3n2)CC1,-38,i,-5,-4,2,0,9,-7,-1
c1ccc(-c2nnc(SCCC3OCCCO3)o2)cc1,-3,i,-1,-11,1,2,-12,-1,2
Cn1cnnc1SCC(=O)Nc1ccc(F)cc1,9,i,0,-4,-4,-1,1,1,17
Cc1ccc(NC(=O)Cn2nc(C(=O)O)c3ccccc3c2=O)c([N+](=O)[O-])c1,-1,i,-2,5,7,2,19,1,2
O=C(Cc1cccc(NC(=O)C2CCCN(C(=O)C3CCC3)C2)c1)Nc1ccc(C(=O)N2CCCCC2)cc1 (centres undefined),-3,i,-6,-8,4,-3,9,0,-8
Cc1cc(/C=C(\C#N)C(=O)Nc2ccccc2F)c(C)[nH]1,-16,i,0,-5,4,-12,18,-6,2
COC(=O)c1nc(N)sc1C,-3,i,-9,-7,-4,4,-7,-4,-5
Clc1ccc(Nc2ccc3ccccc3n2)cc1,-3,.,-4,36,7,17,47*,0,4
CCN(CC)C(=O)C1=C(C)N(CCCOC)C(=O)C(CC(=O)NCc2cccc3ccccc23)C1 (centres undefined),-2,i,-7,-11,5,2,6,1,-6
CCOC(=O)c1c(NC(=S)N2CCCCC2)sc2c1CCN(C(=O)OCC)C2,-37,i,-12,30,-2,-5,0,-2,4
COc1ccc2cc(C(=O)O)ccc2c1,-1,i,-13,-11,-1,-3,-12,2,2
Cc1ccc(/C=C/C(=O)NCc2ccc(S(N)(=O)=O)cc2)o1,34,i,-6,-5,-6,-12,6,1,0

# Part of the list above with just Neddylation inh and FAS TE block.
Structure | Neddylation inh | FAS TE block
COc1ccc2[nH]c3c(=O)n(CCCCC(=O)NCCC(C)C)c(=S)[nH]c3c2c1 | i | -4
CCOC(=O)c1c(C2COc3ccccc3O2)csc1N (centres undefined) | i | 21
Cc1cccn2cc(CCNC(=O)Cc3cccs3)nc12 | i | -6

# Remaining list, next part:
SMILES,MLLE-PAM2 inh,Neddylation inh,MsrA act,FAS TE block,MT1-MMP act inh,NRP1-CendR mod,SKN-1 block,Rin1 Abl inh,E coli Lon inh
Cc1ccc(-n2nnnc2SCC(=O)Nc2ccccc2N2CCCCC2)cc1C,-70,i,1,26,-7,2,18,-6,-2
COc1ccc(CCn2c(NCCCN3CCOCC3)nc3c2c(=O)[nH]c(=O)n3C)cc1,-1,i,-3,-7,-5,3,5,-2,3
C=CC[C@H](CC(=O)NCCO)C(=O)NC[C@@H](OC(=O)[C@H](CC=C)CC(=O)OC(C)(C)C)c1ccccc1,-7,i,1,-7,0,-6,10,3,-7
CC1(C(=O)O)CCC(C(=O)Nc2cccc(F)c2)C1(C)C (centres undefined),7,i,-10,-8,-1,9,-8,1,2
COC(=O)c1cc(NC(=O)CC2NCCNC2=O)cc(C(=O)OC)c1 (centres undefined),2,i,-2,-8,2,-11,-1,0,7
Cc1sc(C(C2C(=O)CC(C)(C)CC2=O)C2C(=O)CC(C)(C)CC2=O)cc1[N+](=O)[O-],27,i,-5,-4,7,12,-3,-1,3
CCOc1ccc2c(c1)[nH]c(=S)n2C,-53,i,-2,-4,2,0,-6,-1,-1
Cc1cc(C)cc(N=c2c([N+](=O)[O-])nn(-c3cccc(Cl)c3)n2O)c1,-26,i,-2,18,8,1,20,3,-4
COC(=O)C(CC(=O)c1ccc(Cl)cc1)c1ccccc1 (centres undefined),-6,i,-1,28,-1,-4,-1,-1,-8
CC1CCCCN1C(=O)C12CCC(C)(/C(=N/O)C1)C2(C)C (centres undefined),-10,i,0,-8,3,-9,23,-5,0
Cc1ccc(C(=O)Nc2ccc(N3CCN(C(=O)c4cccs4)CC3)cc2)c(Cl)c1,-13,i,-2,6,-7,2,-16,4,8
O=C(COC(=O)/C=C/c1ccccc1)NCc1ccco1,-15,i,1,-4,2,-8,1,-2,-3
O=C(Nc1nccs1)c1c(O)c2c([nH]c1=O)CCCC2,16,i,1,-2,0,6,7,0,12
COc1cccc(C(=O)C2CN(c3ccccc3)CC2c2ccc(Cl)cc2)c1 (centres undefined),-10,i,-3,29,-17,-10,12,-2,-1
Nc1nc(C(F)(F)F)cc(=O)[nH]1,-11,i,-2,-6,3,6,-1,-6,1
Cc1ccc(NC(=O)CSc2nccn2Cc2ccco2)c(C)c1,-29,i,-4,0,-3,17,-3,1,3
COc1ccc(CCNC(=O)c2ccccc2C(=O)NCCc2ccc(OC)cc2)cc1,5,i,-2,2,2,4,4,1,-3
Cc1nc(-c2nc(-c3c(C(=O)NNC(=O)Nc4cccc(Cl)c4)noc3C)cs2)cs1,10,i,-3,10,0,2,10,-2,6
CCCC(=O)Nc1nnc(SCC(=O)Nc2nc(C)cs2)s1,11,i,-3,-9,3,12,11,0,-5
CC(=O)c1ccc(-c2cccc3nccn23)cc1,8,i,-2,-3,-4,17,7,-4,9

# Next section; it opens with the 5 that closed the last part.
SMILES,MLLE-PAM2 inh,Neddylation inh,MsrA act,FAS TE block,MT1-MMP act inh,NRP1-CendR mod,SKN-1 block,Rin1 Abl inh,E coli Lon inh
Cc1ccc(NC(=O)CSc2nccn2Cc2ccco2)c(C)c1,-29,i,-4,0,-3,17,-3,1,3
COc1ccc(CCNC(=O)c2ccccc2C(=O)NCCc2ccc(OC)cc2)cc1,5,i,-2,2,2,4,4,1,-3
Cc1nc(-c2nc(-c3c(C(=O)NNC(=O)Nc4cccc(Cl)c4)noc3C)cs2)cs1,10,i,-3,10,0,2,10,-2,6
CCCC(=O)Nc1nnc(SCC(=O)Nc2nc(C)cs2)s1,11,i,-3,-9,3,12,11,0,-5
CC(=O)c1ccc(-c2cccc3nccn23)cc1,8,i,-2,-3,-4,17,7,-4,9
Cc1ccccc1C(=O)/C=C1/SCC(=O)N1C,-85,i,0,-12,-13,-122,5,-1,-41
CC1(C)NC(=O)N(CCCOc2ccc3c(c2)CCC3)C1=O,9,i,0,-4,0,-6,12,-1,-2
Cn1ncc(Cl)c1C(=O)Nc1ccc(CN2CCCCC2)cc1,7,i,-4,-3,1,4,7,-1,8
CCN(CC)C(=O)C1CCCN(C/C=C/c2ccccc2)C1 (centres undefined),1,i,-2,-6,-1,15,18,3,2
Cc1ccc(C2=Nc3c(ccc4ccccc34)C(c3ccncc3)=NN2)cc1,-7,i,-4,31,-4,26*,-5,2,-5
Cc1csc2nc(CNC(=O)CCC(=O)O)cn12,-2,i,3,-10,-4,7,-9,0,4
Cc1cccc(/C(N)=N/OC(=O)c2cccs2)c1,18,i,-2,3,-1,18,11,1,-2
COc1ccc(SCC(=O)Nc2ccc(N3CCN(C)CC3)c(F)c2)cc1,-2,i,-3,-9,-2,2,-1,1,4
Cc1ccc2c(C)nc(Nc3nc(CSc4nc5ccccc5[nH]4)cc(=O)[nH]3)nc2c1,-20,i,3,1,12,-23,6,2,-2
COCc1ccc(C(=O)Nc2cccc(S(=O)(=O)N(C)c3ccccc3)c2)cc1,-8,i,-2,14,-3,0,8,3,-3

# A different layout for two compounds above.
structure | MLLE-PAM2 inh | Neddylation inh | MsrA act | FAS TE block | MT1-MMP act inh | NRP1-CendR mod | SKN-1 block | Rin1 Abl inh | E coli Lon inh
Cc1sc(C(C2C(=O)CC(C)(C)CC2=O)C2C(=O)CC(C)(C)CC2=O)cc1[N+](=O)[O-] | 27 | i | -5 | -4 | 7 | 12 | -3 | -1 | 3
Cc1ccc(/C=C/C(=O)NCc2ccc(S(N)(=O)=O)cc2)o1 | 34 | i | -6 | -5 | -6 | -12 | 6 | 1 | 0

# The list continues:
SMILES,MLLE-PAM2 inh,Neddylation inh,MsrA act,FAS TE block,MT1-MMP act inh,NRP1-CendR mod,SKN-1 block,Rin1 Abl inh,E coli Lon inh
COc1ccc(OC)c(C(=O)COC(=O)c2ccccc2O)c1,2,i,-3,23,7,-16,-7,-4,6
COc1ccc(N/C(C)=C/C(=S)Nc2ccccc2)cc1,22,i,5,5,-1,-2,-6,0,-7
COc1cccc(NC(=O)COC(=O)c2c(F)cccc2F)c1,-7,i,0,-1,1,6,-2,1,-1
Cn1cc(Cl)c(C(=O)NC(=S)Nc2sc3c(c2C#N)CCCCC3)n1,31,i,-2,1,5,2,8,-3,-5
CCC1OC23CCCCC2C(C#N)(C(=N)O3)C1(C#N)C#N (centres undefined),67,.,-5,-1,-11,-2,55,-5,28*
COc1ccc(C(=O)NCc2nnc(SCC(=O)Nc3nc4ccccc4s3)o2)cc1,-12,i,-1,-4,8,-12,0,0,0
COc1ncccc1-c1nnn(-c2ccc(Cl)nc2)n1,0,+,0,-7,5,-7,2,1,-4

# From PubChem
